ROCK2 blocker – inhibitors of human ROCK2 kinase, primary screen, biochemical, high-throughput, luminescence | inhibition, % at 6 µM | Rho-associated protein kinase 2 (Homo sapiens), O75116 | purified ROCK2, Kinase-Glo ATP depletion luminescence | actives 0.35% (n = 60,000) | AID 604, 2007;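 active = inhibition above the screen-wide mean inhibition plus 3 SD, cut at about 18% in these data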;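 note: plate controls were DMSO wells for no effect and Y-27632 control wells after no-enzyme background subtraction for full effect; many of its hits are not listed in these tables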
Target sequence (O75116 whole entry, looked up): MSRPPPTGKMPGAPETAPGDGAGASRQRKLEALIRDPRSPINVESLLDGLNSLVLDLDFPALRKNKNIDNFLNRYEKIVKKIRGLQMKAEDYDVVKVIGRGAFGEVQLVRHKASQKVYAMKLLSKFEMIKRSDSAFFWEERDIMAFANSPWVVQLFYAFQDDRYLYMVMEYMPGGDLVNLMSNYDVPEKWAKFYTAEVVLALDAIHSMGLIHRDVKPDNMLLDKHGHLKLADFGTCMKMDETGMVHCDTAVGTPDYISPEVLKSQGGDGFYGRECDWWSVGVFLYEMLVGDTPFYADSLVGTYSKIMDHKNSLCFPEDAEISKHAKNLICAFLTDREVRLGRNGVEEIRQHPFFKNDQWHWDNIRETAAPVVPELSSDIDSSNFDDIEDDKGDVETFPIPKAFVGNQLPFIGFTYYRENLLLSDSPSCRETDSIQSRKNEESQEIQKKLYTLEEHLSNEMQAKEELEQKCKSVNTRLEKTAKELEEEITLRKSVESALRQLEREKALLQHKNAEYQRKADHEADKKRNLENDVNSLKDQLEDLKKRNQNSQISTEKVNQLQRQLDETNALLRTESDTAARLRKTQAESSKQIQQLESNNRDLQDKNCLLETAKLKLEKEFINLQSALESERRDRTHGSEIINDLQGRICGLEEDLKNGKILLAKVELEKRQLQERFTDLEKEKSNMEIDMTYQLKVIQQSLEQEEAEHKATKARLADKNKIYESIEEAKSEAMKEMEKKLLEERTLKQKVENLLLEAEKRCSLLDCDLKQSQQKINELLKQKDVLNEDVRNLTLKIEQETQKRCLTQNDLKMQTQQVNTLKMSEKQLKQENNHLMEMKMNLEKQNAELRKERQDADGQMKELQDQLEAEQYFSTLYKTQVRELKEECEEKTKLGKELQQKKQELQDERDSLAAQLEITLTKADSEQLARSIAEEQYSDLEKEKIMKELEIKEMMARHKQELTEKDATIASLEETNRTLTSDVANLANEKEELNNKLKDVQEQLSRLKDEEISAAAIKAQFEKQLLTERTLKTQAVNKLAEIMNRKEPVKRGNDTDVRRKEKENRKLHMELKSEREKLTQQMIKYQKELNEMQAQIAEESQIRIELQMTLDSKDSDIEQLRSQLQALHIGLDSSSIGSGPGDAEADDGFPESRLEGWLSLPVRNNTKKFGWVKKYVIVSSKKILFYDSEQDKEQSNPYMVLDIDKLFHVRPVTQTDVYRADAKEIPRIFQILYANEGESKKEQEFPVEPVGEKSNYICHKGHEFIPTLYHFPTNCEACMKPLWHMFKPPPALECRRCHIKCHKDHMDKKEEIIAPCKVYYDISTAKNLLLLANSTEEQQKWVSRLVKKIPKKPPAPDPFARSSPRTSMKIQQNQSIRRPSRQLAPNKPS
HER2 expr 66K – inhibitors of Her2 protein expression, primary screen, SKBR-3 cells, AlphaScreen, 66K library; HER2 level % of control, % at 10 µM; SKBR-3 HER2 protein level, 18-24 h; stronger effect = lower value; Receptor tyrosine-protein kinase erbB-2 (Homo sapiens), P04626; actives 0.69% (n = 65,000);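 active = HER2 level under 5% of the carrier-only control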;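 note: 100% = DMSO carrier and 0% = 500 nM PU-H71 HSP90 inhibitor; lower value means stronger loss of Her2 protein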
Hsp90 block – tumor Hsp90 inhibitors, primary screen, cell lysate, fluorescence polarization, NCI-N417 lysate. Heat shock protein HSP 90-alpha (Homo sapiens), P07900. Cy3B-geldanamycin FP displacement. inhibition, % at 30 µM. actives 0.35% (n = 64,000). AID 429, 2006;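 active = inhibition above 50%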;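 note: 0% = tracer plus lysate wells and 100% = tracer alone without lysate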
PKA inh – inhibitors of human PKA kinase activity, primary screen, biochemical, ATP-depletion luminescence, Kemptide substrate. cAMP-dependent protein kinase catalytic subunit alpha (Homo sapiens), P17612. PKA Kemptide phosphorylation, Kinase-Glo ATP luminescence. inhibition, % at 6 µM. actives 0.1% (n = 65,000). AID 524, 2006;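 active = inhibition above the screen-wide mean inhibition plus 3 SD, cut at about 21% in these data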; note: many of its hits are not listed in these tables
Abs 340nm – compound light absorbance at 340 nm, profiling panel, artefact control, biochemical, MLSMR library, data from PS, PMK, MK assays; compound absorbance at 340 nm, fold over control; fold change at 10 µM; 65,000 tested, under 10 active;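 active = at 10 µM dose, initial 340 nm absorbance at least 2 fold that of control wells; inactive = change under 2 fold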;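 note: initial absorbance extrapolated from kinetic A340 decline of NADH oxidation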
MKP-1 inh – MKP-1 phosphatase inhibitors, primary screen, biochemical, in vitro. recombinant MKP-1, OMFP hydrolysis fluorescence. inhibition, %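 (compounds tested at a single concentration somewhere between 10 and 100 µM)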. actives 0.15% (n = 65,000);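 active = inhibition above about 50%, limit read from the data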;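 note: 0% = DMSO max control wells and 100% = wells with enzyme stopped by NaOH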
Cdc25B inh – inhibitors of Cdc25B phosphatase catalytic domain, primary screen, biochemical, OMFP fluorescence | recombinant Cdc25B, OMFP fluorescence Ex485/Em525 | inhibition, %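 (compounds tested at 10 µM final in the well)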 | M-phase inducer phosphatase 2 (Homo sapiens), P30305 | actives 0.1% (n = 65,000); in the data active = inhibition above about 50%
Fluor 339 460 – intrinsic fluorescence of library compounds, ex339/em460 – biochemical, MLSMR library, data from DPM-DC assay, artefact control, profiling panel; fluorescence fold increase at 10 µM; compound autofluorescence, ex339/em460 nm, NADH buffer; stronger effect = higher value; 1 = no-compound wells, NADH background; actives 5.5% (n = 65,000);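 active = at 10 µM, mean starting fluorescence two-fold or more over control wells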;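 note: signal is the first read of a kinetic run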
JNK3 blocker – JNK3 kinase activity inhibitors, primary screen, biochemical, human, purified enzyme | Mitogen-activated protein kinase 10 (Homo sapiens), P53779 | HTS | inhibition, % at 8 µM | actives 0.61% (n = 60,000); in the data active = inhibition above about 17%;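 note: 0% = DMSO and 100% = reference inhibitor; many of its hits are not listed in these tables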
Starred values were filed as active, the others as inactive; · = no result given. This is a subset. The share of hits here may be higher or lower than overall.

SMILES	ROCK2 blocker	HER2 expr 66K	Hsp90 block	PKA inh	Abs 340nm	MKP-1 inh	Cdc25B inh	Fluor 339 460	JNK3 blocker
CC1Cc2ccccc2N1C1=NS(=O)(=O)c2ccccc21 (stereo not drawn)	·	123	·	0	1.2	1	-17	1.1	·
Cc1ccc(C(=O)Nc2c(C(=O)N3CCOCC3)cnn2-c2ccccc2)cc1	8	119	-1	11	0.99	-2	-16	1	3
CN(c1ccccc1)c1ccc(/C=c2\s/c(=C(/C#N)C(=O)C(C)(C)C)n(Cc3ccco3)c2=O)cc1	0	81	51*	6	1.1	35	32	0.95	-3
Cc1ccc2cc(CN(Cc3ccc(F)cc3)Cc3nnnn3C3CCCC3)c(=O)[nH]c2c1	11	87	-3	7	1	18	-24	1.1	2
COc1cccc(Oc2coc3c(CN4CCOCC4)c(O)ccc3c2=O)c1	4	106	1	8	1.1	23	6	3.9*	1
Cc1cc(NC(=O)C2CC(c3ccc(F)cc3)=NO2)n(-c2ccccc2)n1 (stereo not drawn)	4	84	-1	8	1	1	-9	1.1	5
Cc1csc2ncc(C(=O)NCc3ccc4c(c3)OCO4)c(=O)n12	2	82	-4	4	1.2	4	-7	1.2	5
O=C1c2ccccc2C(=O)N1c1cccc(-c2nc3ccccc3o2)c1	1	106	-3	8	1	17	-2	1.1	-4
CCN(CC)S(=O)(=O)c1ccc(NC2c3ccccc3C(=O)N2Cc2ccc3c(c2)OCO3)cc1 (stereo not drawn)	2	76	-1	-1	1	8	9	1.1	-2
COC(=O)CN1C(=O)C(O)(CC(=O)c2ccc(C)cc2)c2cc(Br)ccc21 (stereo not drawn)	0	82	-4	10	0.99	-1	-9	1	0
COCCNC(C)C(=O)Nc1ccc(Br)cc1 (stereo not drawn)	-6	107	-10	4	1	-3	-6	1.1	1
N#CC1=C(N)N2C(=C(C#N)C13CCN(Cc1ccccc1)CC3)Nc1ccccc12	4	45	-8	4	1.1	8	-2	1.6	0
CCN(CC(=O)NC1CCS(=O)(=O)C1)C(=O)C(c1ccccc1)c1ccccc1 (stereo not drawn)	·	112	-4	4	0.99	7	-12	0.95	·
Cc1ccc(-c2cc(-c3ccc(C)o3)nc(N)c2C#N)cc1	2	99	-2	4	1	-18	9	3.8*	1
O=S1(=O)N=C2CCCN2C(c2ccc(F)cc2)N1 (stereo not drawn)	1	106	-3	-3	1	21	6	1.1	2
CC(C)C1Cc2[nH]c(=O)c(C(=O)O)cc2CO1 (stereo not drawn)	4	131	-10	2	1	2	-3	1.9	1
O=C(Nc1cccc(F)c1)c1cc(S(=O)(=O)N2CCC(C(=O)O)CC2)ccc1F	·	114	-5	8	0.97	0	-22	1.1	·
COc1ccc(-c2nc(CS(=O)CC(=O)NCC3CCCO3)c(C)o2)cc1 (stereo not drawn)	5	104	-1	9	1.1	-8	-5	1.1	10
c1ccc(-c2nnc(-c3cccc(-c4nnc(-c5ccccc5)o4)c3)o2)cc1	4	101	-5	2	1	4	-8	1.1	1
Cc1ccc(Cn2c(CN3CCOCC3)nc3c2c(=O)[nH]c(=O)n3C)cc1	-3	112	1	5	1	31	4	1.1	-2
COc1cccc(OCCCCN2CCCCC2)c1	8	106	0	10	1	3	-4	1.1	8
CCn1c(SCCC#N)nnc1-c1ccncc1	2	113	-2	0	1	-2	0	1.1	1
CCCOc1cc(CC(=O)NCc2ccco2)ccc1OC	1	65	-17	5	1	25	3	1.1	-4
COc1ccccc1N(CCC#N)C(=O)CSc1nc(-c2ccccc2)cn1N	3	98	-4	3	1	-2	3	1.1	-2
CCOc1ccc2oc(C(=O)OCC(=O)NC(=O)NC3CCCC3)c(C)c2c1	·	200	·	0	1.1	5	-8	1.8	·
O=C(O)COc1ccccc1O	5	146	-3	8	1	2	4	1.1	-1
COC(=O)c1ccc(COC(=O)c2[nH]c(C)c(C(C)=O)c2C)o1	0	79	-3	-4	1	33	0	1	13
Cn1c(=O)c2sccc2n2c(CCCC(=O)NCc3ccc4c(c3)OCO4)nnc12	·	94	-3	-1	1	7	2	1.1	·
COc1ccc(Br)cc1CNC(=O)C1CCCN(c2nc3ccccc3o2)C1 (stereo not drawn)	1	112	-4	0	0.99	10	-2	1	-1
CC(=O)Cc1nsc(NC(=O)c2csc3c2CCCC3)n1	1	157	-2	0	1	9	-8	1.1	-3
Cc1cc(C)nc(NC(=O)NS(=O)(=O)N2CCCCCC2)n1	0	127	1	-6	1.1	11	-5	1.1	-11
CCOCC(O)CS(=O)(=O)c1ccccn1 (stereo not drawn)	3	120	-5	2	1	3	-8	1	8
COc1ccc(C(=O)/C=C/Nc2c(C)n(C)n(-c3ccccc3)c2=O)cc1OC	10	99	1	6	1.2	-2	-7	1.1	0
O=C(c1ccco1)N1CCn2c1nc1ccccc12	-12	88	-2	-6	1.1	2	4	1.1	4
O=C(Nc1ccc(Cl)cc1)Nc1ccccc1C(=O)NCc1ccco1	10	109	-2	7	1.1	1	-10	2.1*	-2
CCOC(=O)N1CCN(C(=O)c2ccc3c(c2)sc2nc(-c4ccc(OC)cc4)cn23)CC1	2	94	0	2	1	6	17	1.4	3
CCN(CC)c1nc(N)c2c(N)nc3c(c2c1C#N)CC(c1ccccc1)O3 (stereo not drawn)	2	72	-5	5	1.1	19	-2	2.1*	-4
O=C(CSc1nnc(-c2ccco2)n1-c1ccccc1)NCCc1ccccc1	4	100	2	7	1	-10	-8	1.1	2
COc1ccc(N2C(N)=C(C#N)C(c3cccnc3)C3=C2CC(C)(C)CC3=O)cc1 (stereo not drawn)	1	88	-4	-2	0.99	6	10	1.1	0
O=S(=O)(O)c1nc2ccccc2n1CCOc1ccccc1	15	88	2	6	0.99	21	-6	0.98	-5

An excerpt from above in order of formula weight, lowest first.
SMILES	ROCK2 blocker	HER2 expr 66K	Hsp90 block	PKA inh	Abs 340nm	MKP-1 inh	Cdc25B inh	Fluor 339 460	JNK3 blocker
CCn1c(SCCC#N)nnc1-c1ccncc1	2	113	-2	0	1	-2	0	1.1	1
COc1cccc(OCCCCN2CCCCC2)c1	8	106	0	10	1	3	-4	1.1	8
O=C(Nc1ccc(Cl)cc1)Nc1ccccc1C(=O)NCc1ccco1	10	109	-2	7	1.1	1	-10	2.1*	-2

Structures listed so far with an aryl thioether with sulfur outside any ring (3):
SMILES	ROCK2 blocker	HER2 expr 66K	Hsp90 block	PKA inh	Abs 340nm	MKP-1 inh	Cdc25B inh	Fluor 339 460	JNK3 blocker
CCn1c(SCCC#N)nnc1-c1ccncc1	2	113	-2	0	1	-2	0	1.1	1
COc1ccccc1N(CCC#N)C(=O)CSc1nc(-c2ccccc2)cn1N	3	98	-4	3	1	-2	3	1.1	-2
O=C(CSc1nnc(-c2ccco2)n1-c1ccccc1)NCCc1ccccc1	4	100	2	7	1	-10	-8	1.1	2

Retrieved one by one from above, 2 records:
SMILES	ROCK2 blocker	HER2 expr 66K	Hsp90 block	PKA inh	Abs 340nm	MKP-1 inh	Cdc25B inh	Fluor 339 460	JNK3 blocker
O=C(CSc1nnc(-c2ccco2)n1-c1ccccc1)NCCc1ccccc1	4	100	2	7	1	-10	-8	1.1	2
O=S(=O)(O)c1nc2ccccc2n1CCOc1ccccc1	15	88	2	6	0.99	21	-6	0.98	-5

Profiles as entered above.
Entry for Cc1ccc(-c2cc(-c3ccc(C)o3)nc(N)c2C#N)cc1 = ROCK2 blocker: 2; HER2 expr 66K: 99; Hsp90 block: -2; PKA inh: 4; Abs 340nm: 1; MKP-1 inh: -18; Cdc25B inh: 9; Fluor 339 460: 3.8*; JNK3 blocker: 1
Entry for CCCOc1cc(CC(=O)NCc2ccco2)ccc1OC = ROCK2 blocker: 1; HER2 expr 66K: 65; Hsp90 block: -17; PKA inh: 5; Abs 340nm: 1; MKP-1 inh: 25; Cdc25B inh: 3; Fluor 339 460: 1.1; JNK3 blocker: -4

Remaining list, next part:
SMILES	ROCK2 blocker	HER2 expr 66K	Hsp90 block	PKA inh	Abs 340nm	MKP-1 inh	Cdc25B inh	Fluor 339 460	JNK3 blocker
CCCn1c(=N)n(CCOc2ccc(OC)cc2)c2ccccc21	4	105	2	13	0.97	-6	3	1	1
Cc1cc(NS(=O)(=O)c2ccc(NC(=O)CCN3C(=O)c4ccccc4C3=O)cc2)no1	2	73	-2	1	1	8	7	1.1	-4
COC(=O)c1ccc(C(=O)OC)c(NC(=O)CCc2ccc(C)o2)c1	-5	96	-13	-6	1	-11	-2	1.4	-2
COc1cc2c(cc1OC)-c1cc(OCCN3CCOCC3)nc(=O)n1CC2	1	111	-2	-3	1.1	-15	6	3.9*	4
COc1ccc(CC(=O)OCN2C(=O)c3ccccc3C2=O)cc1	-1	96	-3	-1	0.92	-18	15	1.1	5
CC(C)c1cc(C(=O)O)on1	2	75	2	0	0.99	19	4	1.1	-1
CCOc1ccc(NS(=O)(=O)c2ccc3c(c2)oc(=O)n3C)cc1	4	174	-1	9	0.98	-14	-2	1.1	0
O=C(O)c1ccccc1C(=O)NCC(O)COCC1CC=CCC1 (stereo not drawn)	7	85	-5	6	1	8	2	1.1	-2
O=C1CCCc2nc3nc4ccccc4n3cc21	7	68	1	0	1	-15	-1	1.2	2
CC(C)CCOC(=O)C1[C@H]2C(=O)N(Cc3cccs3)C[C@]23C=C[C@H]1O3 (stereo partly drawn)	-5	160	-1	-1	1	1	4	1.1	0
CC(=O)NC1CC2CCCC(C1)N2S(=O)(=O)c1ccccc1 (stereo not drawn)	·	91	-2	1	1	-8	-6	1.1	·
CCn1c(SCC(=O)NCC2CCCO2)nnc1-c1c[nH]c2ccccc12 (stereo not drawn)	-5	89	5	-5	1	27	3	1.1	-3

Screening data from PubChem BioAssay.
